STK33 inh – inhibitors of human STK33 kinase; Q9BYT3; 320,000 tested, 0.073% active; inhibition, % at 10 µM; purified STK33, MBP phosphorylation, ADP-Glo luminescence;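 active = inhibition at or above 25%, using the most active replicate where run in duplicate; inactive = inhibition below 25%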
Target sequence (Q9BYT3 whole entry, looked up): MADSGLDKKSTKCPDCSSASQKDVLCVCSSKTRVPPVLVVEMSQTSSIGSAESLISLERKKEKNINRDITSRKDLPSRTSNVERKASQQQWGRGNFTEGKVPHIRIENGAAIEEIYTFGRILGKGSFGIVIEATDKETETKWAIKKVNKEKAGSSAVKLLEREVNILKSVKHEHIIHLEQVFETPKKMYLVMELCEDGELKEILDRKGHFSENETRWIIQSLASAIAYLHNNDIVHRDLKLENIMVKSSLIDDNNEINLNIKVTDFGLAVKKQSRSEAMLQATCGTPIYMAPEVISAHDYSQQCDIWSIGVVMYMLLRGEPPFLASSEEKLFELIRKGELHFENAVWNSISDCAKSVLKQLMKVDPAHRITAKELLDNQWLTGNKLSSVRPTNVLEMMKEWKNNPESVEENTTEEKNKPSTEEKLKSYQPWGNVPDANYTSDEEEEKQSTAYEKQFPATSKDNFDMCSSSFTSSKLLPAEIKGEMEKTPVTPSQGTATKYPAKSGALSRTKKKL
OX1R antag-1 – antagonists of human orexin 1 receptor. inhibition, % at 5 µM. CHO/OX1R cells, Fluo-8 calcium fluorescence, orexin A. 330,000 tested, 0.43% active. AID 434989;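 active = inhibition above its plate's threshold, mean inhibition of all tested compounds on the plate plus 3 SD, cut at about 37% in these data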;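 also: 0% = orexin A challenge wells and 100% = SB-334867-A antagonist wells; not every result past the cut was called active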
Target sequence (O43613 whole entry, looked up): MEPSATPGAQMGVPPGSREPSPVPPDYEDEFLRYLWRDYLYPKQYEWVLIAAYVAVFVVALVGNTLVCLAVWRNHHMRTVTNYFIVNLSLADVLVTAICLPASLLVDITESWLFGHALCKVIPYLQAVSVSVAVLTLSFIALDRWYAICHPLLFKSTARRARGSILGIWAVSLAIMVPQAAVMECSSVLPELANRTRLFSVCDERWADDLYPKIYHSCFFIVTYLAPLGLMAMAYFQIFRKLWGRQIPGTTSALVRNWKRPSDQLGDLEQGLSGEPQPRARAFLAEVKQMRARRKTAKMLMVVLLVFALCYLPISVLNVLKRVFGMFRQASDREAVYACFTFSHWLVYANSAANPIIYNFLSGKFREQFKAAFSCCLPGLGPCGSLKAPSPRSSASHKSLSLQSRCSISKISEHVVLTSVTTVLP
OX1R antag-2 – blocks the human orexin 1 receptor. O43613. OX1R-expressing cells, FRET antagonist read-out. inhibition, % at 6.6 µM. 330,000 tested, 1.8% active. AID 485270; in the data active = inhibition mostly above about 38%, no sharp cut-off; inactive = mostly below about 40%;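 also: 0% = agonist challenge alone and 100% = reference antagonist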
Numbers without * were called inactive; x = not tested or not shown. Hits appear at their usual frequency; about 2.2% have a hit in one of these screens.

STK33 inh	OX1R antag-1	OX1R antag-2	Molecule
-0.7	-2	13	CCCCC(=O)Nc1nnc(C2=COCCO2)o1
-1.0	-22	13	COCc1ccc(-c2c(-c3ccsc3)oc(=O)c3cc(OC)c(OC)cc23)cc1
0.5	1	9	O=C(NC1CC1)C1=NOC(CNc2ncc(C(F)(F)F)cc2Cl)C1 (configuration not stated)
0.1	-4	8	CCOCCCNC(=O)c1ccc(-n2c(=S)[nH]c3ccccc3c2=O)cc1
-2.6	-29	15	CCOC(=O)c1c(C)[nH]c(C(=O)N/N=C/c2cccc(OC)c2)c1C
-0.4	-2	5	COc1ccc(NS(=O)(=O)c2cc(NC(=O)c3ccncc3)ccc2N2CCOCC2)cc1
-0.9	-22	14	O=[N+]([O-])c1ccccc1S(=O)(=O)NCc1cccnc1
4.9	13	7	C#CCOCCOCCOCCNc1nc(N2CCN(C(=O)[C@H](CCCCN)n3cc([C@@H](N)CC(N)=O)nn3)CC2)nc(N2CCN(C(=O)[C@H](CCCCN)n3cc([C@@H](N)CC(N)=O)nn3)CC2)n1
-2.5	-10	5	O=C(CS(=O)(=O)Cc1ccccc1)Nc1ccccc1Cl
-1.8	-15	7	O=C(Nc1ccc2[nH]ncc2c1)c1ccc(F)cc1
1.0	-15	15	COc1ccccc1N1CCN(C(=O)CCc2c[nH]c3ccccc23)CC1
6.9	-4	8	CCn1cnc2cc(NCc3nc4ccccc4n3C)ccc21
-2.2	-3	-1	Cc1onc(-c2ccccc2Cl)c1C(=O)Nc1ccc(OCC(=O)N2CCOCC2)cc1
-1.6	36	21	COc1cccc(NC(=O)CN(c2ccccc2OC)S(=O)(=O)c2cccs2)c1
-0.6	-15	29	COc1cccc(/C=N/NC(=O)c2cc3c(OC)cccc3[nH]2)c1O
-2.6	-9	4	CC(C)(C)OC(=O)N1CCC[C@H]1C(=O)Nc1ccc(C#N)cc1
-1.3	1	4	COCCN(C(=O)COC(=O)C1COc2ccccc2O1)c1c(N)n(Cc2ccccc2)c(=O)[nH]c1=O (configuration not stated)
-0.3	-25	11	Cc1ccc(NC(=O)Cn2c(O)c(N=NC(=O)c3cc4ccccc4cc3O)c3ccccc32)cc1
0.2	3	9	COC(=O)CCN(C(=O)c1ccc2c(c1)OCO2)c1ccccn1
-0.4	-27	8	COc1ccc(CNC(=O)CN(C)S(=O)(=O)c2ccc(Br)s2)cc1
-2.1	0	6	COC(=O)CP(=O)(c1ccccc1)c1ccccc1
-1.5	-18	7	CCOc1c(Br)cc(C2NS(=O)(=O)N=C3CCCCCN32)cc1OC (configuration not stated)
-0.3	-20	27	C=CCNC(=O)/C(=C/c1ccco1)NC(=O)c1ccc(Br)o1
-2.9	-14	-1	CCN(C[C@H]1N[C@@](CC)(C(=O)OC)[C@H]2C(=O)N(C)C(=O)[C@@H]12)S(=O)(=O)c1ccc(C(C)(C)C)cc1
-1.3	-22	17	Cc1ccccc1Nc1nc(Nc2ccccc2C)nc(SC2=NCCS2)n1
-0.1	-8	0	Cc1ccc(S(=O)(=O)Nc2cccc(-c3ccc(N4CCCCCC4)nn3)c2)cc1
-1.5	-18	3	CCC(C)N(C(=O)CSc1nnc(NC(C)C)s1)C1CCS(=O)(=O)C1 (configuration not stated)
-1.2	-11	7	CC1(CCc2ccccc2)NC(=O)N(CC(=O)Nc2ccccc2)C1=O (configuration not stated)
-6.2	-13	4	O=C(c1ncc[nH]1)c1ccccc1Cl
0.1	-38	16	CCOC(=O)C1(CCCc2ccccc2)CCN(C(=O)c2cc(C)nn2CC)CC1
-0.3	-27	16	CC(C)n1cc(CN2CCC(C(=O)Nc3ccc(Oc4ccccc4F)cc3)CC2)cn1
-1.0	13	3	COc1ccc(/C=C/C(=O)Nc2c(C)nn(C)c2C)cc1COc1ccc(Br)cc1
x	-6	14	O=C(Cn1cccn1)N1CCCC(N2CCN(Cc3ccc4c(c3)OCO4)CC2)C1 (configuration not stated)
-0.2	-15	14	COc1ccc(CNS(=O)(=O)c2cccc(S(=O)(=O)N3CCOCC3)c2)cc1
-1.5	-10	2	O=c1cc(COc2ncnc3ccccc23)nc2sccn12
3.2	-33	3	CCN(CC)C(=O)CSc1nc2c(sc(=S)n2-c2ccccc2)c(=O)n1-c1ccc(OC)c(OC)c1
-0.1	-22	21	CCCCOc1ccc(C2CC(=O)N(C)C2=O)cc1 (configuration not stated)
-0.5	1	15	O=C(Nc1c(C(=O)C2CC2)oc2ccccc12)c1ccc(Cl)cc1
-1.8	8	19	COc1ccc(NC(=O)N2CCN(c3cccc(C(F)(F)F)c3)CC2)cc1
-1.8	6	12	COc1cc2c(cc1OC)C(c1ccccc1F)OC(=O)C2 (configuration not stated)
1.1	-13	14	O/N=C/c1ccnc(SCc2ccc(Cl)cc2)n1
-3.8	-31	3	CCOC(=O)c1c(C)n(C)c2ccc(OC)c(NC(=O)CCN3CCC(Cc4ccccc4)CC3)c12
1.0	-16	12	Cc1ccnc2nc(C(=O)OCC(=O)Nc3ccc4c(c3)OCCO4)nn12
0.6	-28	6	CCOc1ccccc1N1CSC2=C(C#N)C(c3c(OC)ccc4ccccc34)CC(=O)N2C1 (configuration not stated)
0.1	-5	11	Nc1n[nH]c(-c2ccccc2)n1
-1.1	-24	-3	CCOc1ccc(S(=O)(=O)N2CCOCC2)cc1NC(=O)CSC(=S)N1CCCC1
-0.3	-23	2	Cc1ccc(C(C)C)c(OCC(O)CNC2CCCC2)c1 (configuration not stated)
0.4	-2	16	CC/C(=N\NC(=O)c1ccc(CN(C)S(=O)(=O)c2ccc(C)cc2)cc1)c1ccc(OC(F)F)cc1
-1.2	-24	9	COC(=O)c1cc(S(=O)(=O)N2CCCC(C)C2)cn1C (configuration not stated)
-3.8	-3	3	O=C(O)CCCNC(=O)/C=C/c1ccco1
1.0	-22	16	COCCn1c(SCc2ccccc2Cl)nc2c1c(=O)[nH]c(=O)n2C
-0.8	-10	6	Cc1ccc(F)cc1NC(=O)N1CCN(C2c3ccccc3-c3ccccc32)CC1
-0.7	-26	33	CCCn1c(SCC(=O)c2cc(OC)ccc2OC)nnc1-c1ccco1
0.4	-17	13	Cn1nnnc1SCC(=O)N1c2ccccc2CCc2ccccc21
1.9	-5	8	COc1cccc(C(=O)NCCSc2ccc(F)cc2)c1
-0.7	19	16	COC(=O)c1cc(CSc2nc3ccccc3c(=O)n2C)oc1C
0.1	-18	0	CC(=O)N1CCC(N2CCN(c3ccccc3F)CC2)CC1
-1.0	-9	6	CN1CCN(S(=O)(=O)c2ccc(NC(=S)NC(=O)C3CC3)cc2)CC1
0.2	10	-15	CCC(C)c1c(O)nc(SCC(=O)N2CCCCC2)[nH]c1=O (configuration not stated)
-2.5	-3	11	CN(C)C(CNC(=O)c1ccco1)c1cccs1 (configuration not stated)

The results go on:
STK33 inh	OX1R antag-1	OX1R antag-2	Molecule
0.0	-9	25	Oc1[nH]c2ccccc2c1N=Nc1cccc(Cl)c1
-0.3	-22	-1	CCOC(=O)N1CCC(NC(=O)C2CCCN(C(=O)c3cc4sccc4n3C)C2)CC1 (configuration not stated)
-0.5	3	1	CN(CC(=O)NCC1CCCCC1)CC(=O)Nc1ccc(F)cc1
0.1	-15	17	Cc1sc(NC(=O)c2ccc(F)cc2)c(CN2CCCCCC2)c1C
-0.9	-7	10	CCc1nnc(NC(=O)c2cccnc2SC)s1
-1.2	-22	5	CC(C)CN1C(=O)/C(=C/c2cccs2)NC1=S
x	-10	14	CN1/C(=C\C(=O)Nc2cccnc2)c2ccccc2CC1(C)C
-0.5	-11	1	OC1CCN(Cc2cccc(Oc3ccccc3)c2)CC1
-0.3	-29	12	CCOc1ccc2ncc(C(=O)c3ccc(OC)cc3)c(N3CCN(CC)CC3)c2c1
0.6	-20	27	CC(C)(C)OC(=O)NNC(=O)NC12CC3CC(CC(C3)C1)C2
-0.6	-9	6	Cc1cccc(NC(=S)N=Nc2c(O)[nH]c3ccccc23)c1
-0.9	-14	-2	CC(C)C(C(=O)N1CCOCC1)N1C(=O)c2ccccc2C1=O (configuration not stated)
-1.2	-6	19	COCCC(=O)N1CCc2ccc(NC(=O)c3ccc(C(F)(F)F)cc3)cc2C1
-1.3	-5	79*	O=C(CN1CCOCC1)Nc1cc([N+](=O)[O-])ccc1Cl
-1.6	-18	16	Cc1ccc2c(CN3CCN(Cc4ccc5c(c4)OCO5)CC3)cc(=O)oc2c1C
-1.7	-19	15	CCc1nnc(NC(=O)CSc2nc(-c3ccccc3)c(-c3ccccc3)o2)s1
-1.8	-33	17	CC(C)CN(C(=O)COC(=O)c1ccc2c(c1)OCO2)c1c(N)n(Cc2ccccc2)c(=O)[nH]c1=O
-0.7	-21	36	O=C(Nc1cccc2c1CCCC2)c1ccc(Cl)c([N+](=O)[O-])c1
-0.2	-15	2	O=S(=O)(NC(=NCc1ccccc1)c1ccc(F)cc1)c1ccc(Cl)cc1
-0.8	-15	6	O=c1[nH]c2cc(S(=O)(=O)CCO)ccc2o1
0.0	-18	5	CCOC(=O)CSc1nnc(CNC(=O)c2cccs2)n1-c1ccccc1
-1.4	-10	3	COc1ccccc1C(C#N)N1N=C(C)CC1(C)C (configuration not stated)
0.9	5	22	CCN(CC)CCCNC(=O)C1CCN(C(=O)c2cc3sccc3n2Cc2ccc(F)cc2)CC1
-0.8	-20	6	CN(Cc1ccccc1F)C(=O)CN1CCN(S(=O)(=O)c2ccc3c(c2)OCCCO3)CC1
-0.9	-24	3	CCCCCNc1c(C(=O)OCC)c(=O)[nH]c2ccccc12
-1.7	-14	14	CCC1(C)Cc2c(sc3nnn(CC(=O)Nc4ccc(Cl)cc4)c(=O)c23)CO1 (configuration not stated)
0.2	-44	16	CC1=C(C(=O)OCC2CCCCC2)C(c2ccc(F)cc2)NC(=O)N1 (configuration not stated)
-2.7	-9	56	C=CCC(C(=O)OC)(C(=O)OC)c1ccc([N+](=O)[O-])cc1[N+](=O)[O-]
-1.0	-2	26	N#Cc1cccc(NC(=O)CSc2ccccc2)c1
-0.8	-3	55	COC(=O)c1ccc(NC(=O)Nc2cccc(F)c2)cc1
-1.1	-3	27	Cc1nc2ccc(NC(=O)CCS(=O)(=O)c3ccc(Cl)cc3)cc2s1
-1.9	-3	5	CCCCc1oc2c(c(=O)c1C)C(=O)CC(c1ccccc1)C2 (configuration not stated)
-1.1	-28	16	S=C(NCCc1ccccc1)N/N=C/c1ccccc1Cl
x	13	34	CC(C)(C)S(=O)(=O)c1cnc2c(-c3ccsc3)cnn2c1N
1.1	-18	15	CCc1ccc(-c2nc(SCC(=O)NC3CC3)n[nH]2)cc1
-1.4	-6	4	CNC(=O)[C@@H]1C[C@H]1[C@@H](NC(=O)OCc1ccccc1)c1ccccc1
-2.0	-10	15	O=C1c2ccccc2C(=O)N1CCSC(=S)N1CCOCC1
-0.1	-8	29	CCOC(=O)C(Sc1cc(C)nc(N)n1)C(C)=O (configuration not stated)
-0.8	-2	9	CCN1C2=C(C(=O)CCC2)C(c2ccc(O)cc2)C2=C1CCCC2=O
0.0	-19	19	CCCC(C(=O)NC(C)(C)C)N(CC1CCCO1)C(=O)c1snc(C(N)=O)c1N (configuration not stated)
-2.3	-4	25	O=C(O)CCSc1nnc(COc2cccc3cccnc23)n1-c1ccccc1
-0.2	-8	13	CSc1ccc(CNC(C)(C)CO)cc1
-0.8	-16	16	COC(=O)[C@@H]1CCCN1C(=O)CCc1nnc(C2CCCCC2)o1
-0.9	-21	25	Cc1cc(NC(=O)CSCC(=O)Nc2ccc(Cl)c(C(F)(F)F)c2)no1
-0.7	-48	8	c1ccc(C(c2ccccc2)N2CCN(Cc3nnnn3C3CCCCC3)CC2)cc1

High-throughput results (PubChem BioAssay)
